# CHT inh: human CHT choline transport inhibition | 0.86% of 310,000 active | B-score at 10 µM | AID 488975 | Q9GZV3 | CHT-expressing cells, membrane potential dye, choline response; active compounds read low;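 active = B-score over 3 SD under the library average, and starting fluorescence ratio not unusually high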;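 also: choline stimulus applied at its EC90 after an EC20 pre-addition; B-score computed on integrated fluorescence ratio after choline addition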
# STK33 inh: inhibitors of human STK33 kinase. Q9BYT3. purified STK33, MBP phosphorylation, ADP-Glo luminescence. inhibition, % at 10 µM. 0.073% of 320,000 active. AID 2661;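 active = inhibition at or above 25%, using the most active replicate where run in duplicate; inactive = inhibition below 25%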
# Target sequence (Q9BYT3 whole entry, looked up): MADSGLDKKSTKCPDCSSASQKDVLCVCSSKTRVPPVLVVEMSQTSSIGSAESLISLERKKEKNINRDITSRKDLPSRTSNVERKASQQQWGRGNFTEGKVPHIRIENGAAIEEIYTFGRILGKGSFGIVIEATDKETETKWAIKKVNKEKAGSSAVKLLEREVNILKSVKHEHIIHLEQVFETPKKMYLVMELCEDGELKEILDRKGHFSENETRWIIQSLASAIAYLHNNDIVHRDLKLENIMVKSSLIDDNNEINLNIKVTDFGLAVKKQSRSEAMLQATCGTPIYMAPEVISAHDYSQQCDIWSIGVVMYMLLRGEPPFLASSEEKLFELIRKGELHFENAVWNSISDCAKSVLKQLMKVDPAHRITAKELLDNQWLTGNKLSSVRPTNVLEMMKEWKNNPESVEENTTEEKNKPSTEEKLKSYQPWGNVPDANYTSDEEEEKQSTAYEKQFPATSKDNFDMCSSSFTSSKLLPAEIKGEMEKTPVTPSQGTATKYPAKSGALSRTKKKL
# CHT allo act: allosteric activators of human choline transporter CHT; Q9GZV3; CHT-expressing cells, membrane potential dye, choline EC20; active compounds read high; LV-AA mutant CHT in HEK293 cells; B-score at 10 µM; 0.49% of 310,000 active;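 active = initial fluorescence not abnormally high and integrated response B-score, plate-corrected, over 3 SD above library mean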
# * hit, by the source's call; i = inactive.
SMILES	CHT allo act	CHT inh	STK33 inh
COc1cc(C(=O)NCC(c2cccnc2)N2CCN(C)CC2)cc(OC)c1OC (stereo not drawn)	i	i	-1.0
CC(=O)NS(=O)(=O)c1ccc(N=c2ssc3c2-c2ccc(C)cc2NC3(C)C)cc1	i	i	-1.7
O=S1(=O)CC(N2CCOCC2)c2ccccc21 (stereo not drawn)	i	i	0.4
O=C(CCN1C(=O)/C(=C\c2ccccc2Cl)SC1=S)N1CCN(c2ccccc2)CC1	i	i	0.4
CC(=O)Nc1ccc(S(=O)(=O)N(C#N)c2nc(C)cc(C)n2)cc1	i	i	1.4
Cc1ccc(S(=O)(=O)N2CCOCC2)cc1C(=O)NCc1ccc2c(c1)OCO2	i	i	-0.4
COc1ccccc1N(C)S(=O)(=O)c1ccc(C(=O)N(CC(N)=O)C(C)C)cc1	i	i	-0.9
COc1ccc(S(=O)(=O)Nc2cc([N+](=O)[O-])ccc2OC)cc1	i	i	-1.5
Cc1cc(C)c(NC(=O)C2CC(=O)N(Cc3ccccc3)C2)c(C)c1 (stereo not drawn)	i	i	0.0
CCOc1cc(C(=O)NCCN2CCOCC2)cc(OCC)c1OCC	i	i	-0.5
NNc1ncnc2c1cnn2-c1ccccc1	i	i	-0.1
COc1ccc(S(=O)(=O)N2CN(CCc3ccc(OC)c(OC)c3)c3nc4ccccc4nc32)cc1	i	i	0.0
CC(=O)c1c(C)n(CCO)c2ccc(O)cc12	i	i	-0.5
CCOc1ccc(NC(=O)CSc2nncc(=O)n2N)cc1	i	i	0.4
Oc1ccc(O)c2c1C1c3ccccc3C2c2ccccc21	i	i	-1.7
O=C(NCCCN1CCOCC1)c1cc2ccccc2cc1O	i	i	0.8
c1coc(CNc2nc3ccccc3n2CCN2CCOCC2)c1	i	i	-0.1
CCSc1nnc2c(n1)OC(c1ccc(C(=O)O)cc1)N(C(C)=O)c1ccccc1-2 (stereo not drawn)	i	i	0.1
Cc1cc2nc(C3CCN(Cc4nnnn4Cc4ccccc4)CC3)[nH]c2cc1C	i	i	-1.6
Cc1ccc(NC(=O)CO/N=C(\N)c2nonc2N)cc1C	i	i	-1.0
O=C(N=C1SC2CS(=O)(=O)CC2N1c1ccccc1C(F)(F)F)C1CCCO1 (stereo not drawn)	i	i	-0.3
O=C(NCC1CCN(C(=O)c2c(F)c(F)c(F)c(F)c2F)CC1)c1c(F)c(F)c(F)c(F)c1F	i	i	0.1
CCCCNC(=O)C1CC(c2cccc([N+](=O)[O-])c2)=NO1 (stereo not drawn)	i	i	-1.0
Cc1nc2ccccc2c(=O)n1NC(=O)c1ccc(C(C)(C)C)cc1	i	i	0.5
Brc1ccc(-c2nnc(-c3ccccc3)o2)o1	i	i	-0.9
CCOc1ccc(-c2nnc3ccc(SCC(=O)N4CCCCC4)nn23)cc1	i	i	0.0
O=C(CCC1CCCCC1)Nc1ccccc1-c1ccccc1	i	i	-0.4
COc1ccc(/C=C/C(=O)NCCOc2ccccc2OC)cc1	i	i	0.7
COc1ccccc1S(=O)(=O)CC(O)COc1ccc(C#N)cc1 (stereo not drawn)	i	i	-1.3
CCOC(=O)c1cc(-c2ccc(Cl)s2)[nH]n1	i	i	-0.8
O=C(CSc1ccc(-c2cccnc2)nn1)Nc1ccc(F)cc1	i	i	0.4
O=C(OC1CCOC1=O)c1ccc2ncsc2c1 (stereo not drawn)	i	i	2.8
Cc1ccc(C(=O)N2CCN=C2SCc2ccc([N+](=O)[O-])cc2)cc1C	i	i	-2.0
O=C(c1ccc(Cl)c(S(=O)(=O)Nc2ccccc2C(=O)N2CCc3ccccc3C2)c1)N1CCc2ccccc2C1	i	i	-2.0
COc1cc2c(cc1/C=C/C(=O)O)OC(C)C2 (stereo not drawn)	i	i	-2.1
Cn1c(CCN2CCCCC2)nc2cc(NC(=O)COc3ccc([N+](=O)[O-])cc3)ccc21	i	i	0.6
COc1ccc(CCN2CC(O)=C(c3nc(C)cs3)C2=N)cc1OC	i	i	-1.5
CCOC(=O)C1=C(NC(=S)NC(=O)c2ccccc2)c2ccccc2CC1(C)C	i	i	-1.8
COc1ccc(N(C(=O)CS(=O)CC(=O)Nc2ccc(F)cc2)C(C(=O)NC2CCCCC2)c2cccs2)cc1 (stereo not drawn)	i	i	-1.0
COc1ccc(NC(=O)COC(=O)C2CCC2)cc1Cl	i	i	-1.4
Cc1cccc(N(CC(=O)NC2CCCCC2)C(=O)CCCC(=O)Nc2ccccn2)c1	i	i	-0.3
COc1ccc(-c2noc(-c3cc4ccccc4oc3=O)n2)cc1	i	i	-1.2
c1ccc(CCNCCCOc2cccc3ccccc23)cc1	i	i	-0.3
CCc1ccc(CCC(=O)Nc2ccc(OC)cc2)o1	i	i	-0.6
Cn1c(Cc2ccccc2)nnc1SCC(=O)c1cccs1	i	i	-1.0
Cc1c(C(=O)N2CCC(C)CC2)cccc1[N+](=O)[O-]	i	i	-1.5
Cc1ccc(-c2cc(C(=O)NN)n[nH]2)o1	i	i	0.5
Cc1c(S(=O)(=O)Nc2ccc(Oc3ccccc3)cc2)c(=O)n(C)c(=O)n1C	i	i	-0.4
Cc1cccc(CN2CCN(CC(=O)NCc3ccc(F)cc3)C2=O)c1	i	i	-1.5
CC(=O)Nc1ccc(C(=O)OCc2ccc(Cl)c(Cl)c2)cc1	i	i	0.3
O=C(OCc1cc([N+](=O)[O-])cc2c1OCOC2)c1ccc2ccccc2n1	i	i	-0.3
CN(CCc1ccccn1)C(=O)Nc1ccc(F)cc1	i	i	-0.9
COc1ccc(O)c(/C=N/NC(=O)CCC(=O)Nc2ccc(C)cc2)c1	i	i	-0.3
O=C1c2cccnc2C(O)N1Cc1ccc(F)cc1 (stereo not drawn)	i	i	0.4
O=C(CN(Cc1ccccc1)C(=O)CSc1nnc(COc2ccccc2)o1)NC1CCCC1	i	i	-1.8
CN(CCO)c1ccc(C(C(=O)c2ccccc2)c2ccc(N(C)CCO)cc2)cc1	i	i	-2.3
CCOC(=O)c1c(NC(C)=O)sc2c(OCC(O)CN(CC)CC)c(Br)ccc12 (stereo not drawn)	i	i	7.5
CCCCN(C(=O)CCC(=O)O)C1CC(=O)N(c2ccc(OCCC)cc2)C1=O (stereo not drawn)	i	i	1.1
COc1cc(OC)cc(-c2nnc(NC(=O)c3ccc4c(c3)OCCO4)o2)c1	i	i	-1.2
C(=N\Nc1ccc2ccccc2n1)/c1ccc2c(c1)OCO2	i	i	2.7

# Profiles, quoted from the list:
# Shown for Cc1cc2nc(C3CCN(Cc4nnnn4Cc4ccccc4)CC3)[nH]c2cc1C : CHT allo act: i; CHT inh: i; STK33 inh: -1.6
# Shown for Cc1cccc(CN2CCN(CC(=O)NCc3ccc(F)cc3)C2=O)c1 : CHT allo act: i; CHT inh: i; STK33 inh: -1.5
# Shown for O=C1c2cccnc2C(O)N1Cc1ccc(F)cc1 (stereo not drawn) : CHT allo act: i; CHT inh: i; STK33 inh: 0.4

# Next results:
SMILES	CHT allo act	CHT inh	STK33 inh
O=[N+]([O-])c1ccccc1N/N=C/c1cccc(O)c1O	i	i	-1.7
Cc1cc(NC(=O)CSc2nnc(-c3ccoc3C)n2N)no1	i	i	-0.5
Fc1ccccc1N1CCN(c2nc(-c3cccs3)nc3ccccc23)CC1	i	i	-0.2
O=C(Nc1cc(-c2nc3ccccc3s2)ccc1Cl)c1ccc2c(c1)OCO2	i	i	-0.7
Cc1ccccc1-n1sc2cc(F)ccc2c1=O	i	i	-2.6
CCOCC(=O)Nc1cc(C(=O)NCCc2ccccc2)ccc1Cl	i	i	2.3
Cc1cc(C)cc(NC(=O)COc2ccc3c(C)c(Cc4ccccc4)c(=O)oc3c2)c1	i	i	1.0
Cc1ccc(N2C(=O)c3ccc(C(=O)N4CCN(c5cccc(C)c5C)CC4)cc3C2=O)cc1	i	i	-1.0
CC(C)CNC(=O)C1CCCN1S(=O)(=O)c1ccc(Cl)cc1 (stereo not drawn)	i	i	0.3
CC(C)(C)c1ccc(C(=O)NCC(=O)N/N=C/c2cccnc2)cc1	i	i	-1.0
CC(C)CCNC(=S)Nc1ccc(F)cc1	i	i	-0.9
COc1ccc2nc(SCC(=O)NCCc3ccccc3)[nH]c2c1	i	i	0.8
NC(=O)NC(=O)CN1C(=O)NC2(CCOc3ccccc32)C1=O (stereo not drawn)	i	i	-1.2
Cc1nc2ncnn2c(N2CCC(C(=O)NCC3CCCO3)CC2)c1Cc1ccccc1 (stereo not drawn)	i	i	-2.2
CCOC(=O)c1c(NC(=O)c2cc(C(C)C)on2)sc(C(C)=O)c1C	i	i	-0.7
CCO[C@@H]1OC(C(=O)O)=C[C@H](C2CC2)[C@H]1CCCO	i	i	-1.3
O=C1NC(c2cccs2)Nc2sc3c(c21)CCCC3 (stereo not drawn)	i	i	4.4
NC(=O)C1CCCN1 (stereo not drawn)	i	i	1.2
O=S(=O)(Cc1ccc(Cl)cc1)CC(O)COCc1ccccc1 (stereo not drawn)	i	i	-0.3
CCCCCCCCCCCCC(NC(C)=O)(C(=O)OCC)C(=O)OCC	i	i	2.9
CC(C)CC(=O)Nc1ncc([N+](=O)[O-])s1	i	i	1.5
COc1ccc(NS(=O)(=O)c2c(C)[nH]c(=O)[nH]c2=O)cc1OC	i	i	-2.4
COc1cccc2c3c(c(C)nc12)CCN3c1ccccc1	i	i	-0.7
CC(=O)c1cccc(NC(=O)C2CCCN(S(=O)(=O)c3cccc4nonc34)C2)c1 (stereo not drawn)	i	i	-0.7
Cc1ccc(S(=O)(=O)Nc2cc(=O)[nH]c(SCC(=O)Nc3ccccc3C(F)(F)F)n2)cc1	i	i	0.6
COc1cc(C(=O)OC(C)CN2CCN(C)CC2)cc(OC)c1OC (stereo not drawn)	i	i	-0.1
COc1ccc(C(=O)NCC(=O)OCC(=O)N(C)c2ccccc2)cc1	i	i	-0.4
CC1CCCN(C(=O)c2ccncc2)C1 (stereo not drawn)	i	i	-1.0
Cc1cc(-c2csc(Nc3ccccn3)n2)ccc1F	i	i	0.5
Cc1nonc1C(=O)N/N=C/c1ccc(O)cc1O	i	i	11
CN1C(=O)/C(=C/c2ccc(C(=O)Nc3ccc(O)cc3C(=O)O)cc2)SC1=S	i	i	1.6
Cn1nc(C(=O)NCc2ccc(F)cc2)c2c1-c1ccccc1S(=O)(=O)C2	i	i	-1.9
Cc1cc(NC(=O)CSc2nnc(C3COc4ccccc4O3)o2)no1 (stereo not drawn)	i	i	-0.5
COC(=O)c1ccc(CN2CCCC(CO)(Cc3ccccc3F)C2)cc1 (stereo not drawn)	i	i	-2.1
Nc1nc(Nc2ccc(Cl)cc2)nc2ccccc12	i	-8.3*	11
COc1ccc(/C(O)=C2/C(=O)C(=O)N(CCCC(=O)O)C2c2ccc(OC)cc2)cc1 (stereo not drawn)	i	i	-0.5
CCC(=O)NC(C)C(c1cccs1)N1CCN(c2ccccc2)CC1 (stereo not drawn)	i	i	-1.0
CC1N(O)C(c2ccc(Cl)cc2Cl)N(O)C1(C)C (stereo not drawn)	i	i	-0.2
COC(=O)c1c(NC(=O)CSc2nnc(-c3ccco3)n2C)sc(C)c1C	i	i	1.3
CCC1Oc2ccc(C)cc2N(CC(=O)NCCCN2CCOCC2)C1=O (stereo not drawn)	i	i	-0.2
C=CCOc1cccc(CNc2cccc(C(=O)O)c2)c1	i	i	-0.9
O=C(NCc1cccnc1)Nc1cccc(Cl)c1	i	i	1.3
CC(C)=C1C2CCC1C1C(=O)N(c3nc(-c4ccccc4)c(C)s3)C(=O)C21 (stereo not drawn)	i	i	-2.0
CN=CC1=C(O)c2ccccc2C1=O	i	i	3.3
C=C(C)CN1C(=O)C2(OCCO2)c2ccccc21	i	i	0.7
CCCCNC(=S)N1CCn2cccc2C1c1ccccc1 (stereo not drawn)	i	i	-0.5
C#CCNC(=O)C1=C[C@@H](c2ccc3c(c2)OCO3)C[C@@H](OCc2ccc(CO)cc2)O1	i	i	-2.2
CC(CC(=O)Nc1nnc(CC(C)(C)C)s1)c1ccccc1 (stereo not drawn)	i	i	-2.7
COc1c(F)c(F)c(C(=O)Nc2ccccc2N2CCN(C(=O)C(C)C)CC2)c(F)c1F	i	i	-2.4
O=c1c2c(nc3nc[nH]n13)CCC2	i	i	-1.0
COc1ccc(/C=N/S(=O)(=O)c2ccc(C)cc2)cc1	i	i	-1.7
c1ccc2[nH]c(CSc3nc4ccccc4s3)nc2c1	i	-6*	-3.0
O=C(C1=C(O)C(=O)N(Cc2ccccc2)C1c1cccnc1)c1ccco1 (stereo not drawn)	i	i	-0.6
CCSC1=NCCN1S(=O)(=O)c1ccc2ccccc2c1	i	i	-1.1
Cc1ccc(S(=O)(=O)Nc2nc(N)n(-c3ccccc3)n2)cc1	i	i	-0.6

# Grouped by structure: those above containing a tert-butyl group (3)
SMILES	CHT allo act	CHT inh	STK33 inh
Cc1nc2ccccc2c(=O)n1NC(=O)c1ccc(C(C)(C)C)cc1	i	i	0.5
CC(C)(C)c1ccc(C(=O)NCC(=O)N/N=C/c2cccnc2)cc1	i	i	-1.0
CC(CC(=O)Nc1nnc(CC(C)(C)C)s1)c1ccccc1 (stereo not drawn)	i	i	-2.7
